# From PubChem
# NCI-60 one-dose screen, 48 h, at 10 µM unless noted. Numbers give growth in % (100 = growth as untreated, 0 = no growth, -100 = all killed).
# MCF7 – MCF7 breast cancer. AID 1794796. hit rate 6.3% among 82,000
# BT-549 – BT-549 breast cancer; hit rate 4.4% among 78,000
# T-47D – T-47D breast cancer; hit rate 5% among 79,000; AID 1794792
# HS 578T – HS 578T breast cancer | AID 1794788 | hit rate 4.1% among 78,000
# MDA-MB-468 – MDA-MB-468 breast cancer. hit rate 8.5% among 78,000
# MDA-MB-231 – MDA-MB-231 breast cancer; hit rate 5% among 81,000; AID 1794789
# SR – SR leukemia cells | hit rate 8.7% among 73,000
# K-562 – K-562 leukemia | hit rate 7.4% among 78,000
# An asterisk follows results filed as active; . = not tested or not shown; [ ] = remark or other dose. Rule for the calls: active = growth percent below 10; inactive = the rest.
item	molecule	MCF7	HS 578T	SR	MDA-MB-231
1	CC1(C)CC[C@]2(C(=O)OC(=O)[C@]34CCC(C)(C)C[C@@H]3C3=CC[C@@H]5[C@@]6(C)CCCNC(C)(C)[C@@H]6CC[C@@]5(C)[C@]3(C)CC4)CC[C@]3(C)C(=CC[C@@H]4[C@@]5(C)CCCNC(C)(C)[C@@H]5CC[C@]43C)[C@H]2C1	94	103	119	105
2	CC(=O)N1N=C(c2ccc(Nc3nc(NCCO)nc(NCCO)n3)cc2)CC1c1ccc(Cl)cc1 (configuration not stated)	90	.	142	92
3	CCOC(=O)C1OC(Oc2ccc3c(C)cc(=O)oc3c2)[C@@H](O)C(O)C1O (some centres not stated)	91	99	90	106
4	CCOC(=O)c1c(NC(=O)c2ccccc2)sc2c(O)c(CN(CC)CC)ccc12	8.3*	27	9.7*	1.4*
5	COc1ccc(C(=O)CSc2nc(Nc3cccc(S(N)(=O)=O)c3)c(C#N)c(C(C)C)n2)cc1	87	98	89	98
6	CC[C@]12C=CCN3CC[C@@]4(c5cc([C@H]6CCC(=O)N6)c(OC)cc5N(C)[C@H]4[C@@](O)(C(=O)OC)[C@@H]1OC(C)=O)[C@@H]32	93[2.5 µM]	113[2.5 µM]	92[2.5 µM]	99[2.5 µM]
7	CCOC(=O)c1cc(C(=O)c2ccc(Br)cc2)n2ccc(/C=C/c3cc[n+](CC(=O)c4ccc(OC)cc4)cc3)cc12	-9.9*	129	-2.6*	72
8	CC1=NS(=O)(=O)NC(C)(C)C1	103	106	89	112

item	MDA-MB-468	K-562	BT-549	T-47D
1	105	.	97	88
2	105	119	88	66
3	112	92	93	.
4	-2.8*	7.5*	0.9*	45
5	91	81	122	86
6	110[2.5 µM]	105[2.5 µM]	113[2.5 µM]	96[2.5 µM]
7	66	3.2*	109	90
8	108	113	101	.

# Further structures.
item	molecule	MCF7	HS 578T	SR	MDA-MB-231
9	Cc1ccc(NC(=O)C23CC(CN4CCN(C)CC4)(C2)C3)cc1Nc1nccc(-c2cccnc2)n1	91	96	94	106
10	COc1ccc(CCNC(=O)c2ccc(Cl)c(Cl)c2)cc1OC	93	87	.	105
11	Cc1ccc2nc(-c3ccc(N=NNc4ccc(-c5nc6ccc(C)c(S(=O)(=O)O)c6s5)cc4)cc3)sc2c1S(=O)(=O)O	95	104	103	94
12	N[C@H](Cc1ccccc1)C(=O)O	.	113	.	101
13	CCN(Cc1ccccc1)C(=O)C1CCNCC1	93	99	97	107
14	CCNC(=S)Nc1ncccc1OCc1cccc(Cl)c1	78	95	.	84
15	Cc1c(Cl)ccc2c(=O)c(C(=O)O)c[nH]c12	101	108	96	102
16	CCN(CC)CCOc1ccc(-c2c(-c3ccc(OC)cc3)c(=O)oc3ccccc23)cc1	89	76	85	87

item	MDA-MB-468	K-562	BT-549	T-47D
9	102	94	88	89
10	94	89	117	92
11	113	107	113	102
12	117	109	102	100
13	105	109	102	90
14	66	50	88	.
15	97	102	113	103
16	94	93	74	61

# Ordered by count of non-hydrogen atoms (smallest number first): 13 of the compounds above
item	molecule	MCF7	HS 578T	SR	MDA-MB-231
8	CC1=NS(=O)(=O)NC(C)(C)C1	103	106	89	112
15	Cc1c(Cl)ccc2c(=O)c(C(=O)O)c[nH]c12	101	108	96	102
13	CCN(Cc1ccccc1)C(=O)C1CCNCC1	93	99	97	107
14	CCNC(=S)Nc1ncccc1OCc1cccc(Cl)c1	78	95	.	84
3	CCOC(=O)C1OC(Oc2ccc3c(C)cc(=O)oc3c2)[C@@H](O)C(O)C1O (some centres not stated)	91	99	90	106
4	CCOC(=O)c1c(NC(=O)c2ccccc2)sc2c(O)c(CN(CC)CC)ccc12	8.3*	27	9.7*	1.4*
16	CCN(CC)CCOc1ccc(-c2c(-c3ccc(OC)cc3)c(=O)oc3ccccc23)cc1	89	76	85	87
5	COc1ccc(C(=O)CSc2nc(Nc3cccc(S(N)(=O)=O)c3)c(C#N)c(C(C)C)n2)cc1	87	98	89	98
9	Cc1ccc(NC(=O)C23CC(CN4CCN(C)CC4)(C2)C3)cc1Nc1nccc(-c2cccnc2)n1	91	96	94	106
6	CC[C@]12C=CCN3CC[C@@]4(c5cc([C@H]6CCC(=O)N6)c(OC)cc5N(C)[C@H]4[C@@](O)(C(=O)OC)[C@@H]1OC(C)=O)[C@@H]32	93[2.5 µM]	113[2.5 µM]	92[2.5 µM]	99[2.5 µM]

item	MDA-MB-468	K-562	BT-549	T-47D
8	108	113	101	.
15	97	102	113	103
13	105	109	102	90
14	66	50	88	.
3	112	92	93	.
4	-2.8*	7.5*	0.9*	45
16	94	93	74	61
5	91	81	122	86
9	102	94	88	89
6	110[2.5 µM]	105[2.5 µM]	113[2.5 µM]	96[2.5 µM]

item	molecule	MCF7	HS 578T	SR	MDA-MB-231
7	CCOC(=O)c1cc(C(=O)c2ccc(Br)cc2)n2ccc(/C=C/c3cc[n+](CC(=O)c4ccc(OC)cc4)cc3)cc12	-9.9*	129	-2.6*	72
11	Cc1ccc2nc(-c3ccc(N=NNc4ccc(-c5nc6ccc(C)c(S(=O)(=O)O)c6s5)cc4)cc3)sc2c1S(=O)(=O)O	95	104	103	94
1	CC1(C)CC[C@]2(C(=O)OC(=O)[C@]34CCC(C)(C)C[C@@H]3C3=CC[C@@H]5[C@@]6(C)CCCNC(C)(C)[C@@H]6CC[C@@]5(C)[C@]3(C)CC4)CC[C@]3(C)C(=CC[C@@H]4[C@@]5(C)CCCNC(C)(C)[C@@H]5CC[C@]43C)[C@H]2C1	94	103	119	105

item	MDA-MB-468	K-562	BT-549	T-47D
7	66	3.2*	109	90
11	113	107	113	102
1	105	.	97	88

# Later entries
item	molecule	MCF7	HS 578T	SR	MDA-MB-231
17	Cc1cc(=O)[nH]c(N=Nc2c(O)[nH]c3ccccc23)n1	93	122	.	97
18	O=C(N/N=C/c1ccncc1)c1ccc(C(F)(F)F)nc1Nc1cccc(C(F)(F)F)c1	-14*	44	2.0*	21
19	CC(C)C[C@H](NC(=O)OCc1ccccc1)C(O)C1CC1C(=O)C1CO1 (some centres not stated)	97	104	88	99
20	COc1ccc2cc(-c3cc4c(oc3=O)-c3ccccc3OC4O)c(=O)oc2c1 (configuration not stated)	47	65	27	72
21	CC(=O)Nc1cc(F)cc(-c2ccc3[nH]cc(-c4ccccc4)c3n2)c1	2.0*	11	-1.9*	-3.4*
22	Nc1cccc2c1C(=O)c1ccccc1-2	97	105	98	91
23	CC(=O)Cc1nsc(NC(=O)c2cc(-c3cc(Cl)ccc3Cl)oc2C)n1	98	106	98	101
24	COc1ccc(N=Nc2c(N)nn3c(-c4ccc(OC)cc4)ccnc23)cc1	81	93	71	71

item	MDA-MB-468	K-562	BT-549	T-47D
17	.	116	99	105
18	.	14	24	26
19	107	85	110	102
20	.	45	67	13
21	-22*	0.9*	73	27
22	131	109	.	99
23	100	102	102	88
24	87	74	81	69

# The results go on:
item	molecule	MCF7	HS 578T	SR	MDA-MB-231
25	O=C(O)c1ccccc1-c1c2ccc(=Nc3ccccc3)cc-2oc2cc(Nc3ccc(S(=O)(=O)O)cc3)ccc12	96	105	90	96
26	CCCCCCCCCCCCCCCc1ccc(N)c(OC2OC(COC(C)=O)C(OC(C)=O)C(OC(C)=O)C2OC(C)=O)c1 (configuration not stated)	95	87	104	.
27	COc1ccc(-c2c(C#N)c(-c3ccc(Cl)cc3)nc3c2c(-c2ccccc2)nn3-c2ccccc2)cc1	94	101	.	100
28	COc1ccc(Cc2nnc3sc(SCC(=O)c4ccc(Cl)cc4)nn23)cc1	94	98	87	95
29	COc1ccc(-c2ccc(-c3nc4ccccc4s3)c(=O)[nH]2)cc1	55	98	108	89
30	COc1cc(C(=O)C(C)[n+]2ccccc2)ccc1OC(C)=O (configuration not stated)	92	106	109	106
31	COc1ccc(Nc2ncc(C#N)c(NCCCNC(=O)C3CCC3)n2)cc1	64	48	46	57
32	COc1ccc([C@@H]2[C@H](C(=O)O)c3ccccc3C(=O)N2c2ccc(OC)cc2)cc1	96	91	89	84

item	MDA-MB-468	K-562	BT-549	T-47D
25	105	98	.	105
26	91	111	105	.
27	105	100	100	96
28	101	90	.	.
29	79	102	108	74
30	98	128	90	88
31	43	50	71	109
32	97	96	85	88

# The results go on:
item	molecule	MCF7	HS 578T	SR	MDA-MB-231
33	COc1ccc(Cn2cc3c(c2-c2ccccc2)CCc2c(CO)noc2-3)cc1N	95	93	89	123
34	C=C(C)COC(=O)C1CC2OC2CC1C(=O)OCC(=C)C (configuration not stated)	112	107	.	108
35	CC(C)(C)Nc1c(-c2ccc(-c3ccccc3)cc2)nc2sccn12	59	97	56	90
36	COc1ccc(C2C=C(C)N=C3SC=NN32)cc1OC (configuration not stated)	103	101	99	99
37	Brc1ccc(/C=C/c2cc(/C=C/c3ccccc3)nc3ccccc23)cc1	62	.	69	.
38	CCCn1c(=O)c(CCc2ccccc2)nc2c1c(=O)[nH]c(=O)n2Cc1ccccc1	92	82	78	111
39	CCOC(=O)c1c(N)sc2cc(O)ccc12	104	100	93	106
40	CCCCCN(C(=O)CCl)c1ccccc1	98	97	96	105

item	MDA-MB-468	K-562	BT-549	T-47D
33	99	111	97	95
34	112	130	99	98
35	.	42	106	50
36	87	111	97	105
37	108	82	118	76
38	102	47	.	101
39	131	90	93	86
40	84	101	104	93

# The list continues:
item	molecule	MCF7	HS 578T	SR	MDA-MB-231
41	Cc1ccc(/C=C/c2nn3c(-c4ccco4)nnc3s2)cc1C	82	102	90	95
42	CNC(=O)c1cc(Cn2nc(C)c(NC(=O)c3ccc(COc4ccc(C(F)(F)F)cc4C)cc3)c2C)ccn1	40	102	30	85
43	CCCCNC(=S)NNC(=S)NCCCC	95	104	.	.
44	CCOc1cccc(N(CC)CC)c1	97	.	94	96
45	CCC(C)c1c(NC(=O)c2ccccc2)o[nH]c1=O (configuration not stated)	100	88	108	103
46	NCCCN1CCN(CCCNc2cccc3cccnc23)CC1	106	89	89	79
47	CC(=O)Nc1ncc(Cc2cc(Cl)ccc2Cl)s1	93	99	103	86
48	N#C/C(=C\c1ccc(O)cc1)n1nnc2cc(F)c(F)cc21	104	81	66	89

item	MDA-MB-468	K-562	BT-549	T-47D
41	107	98	107	102
42	12	30	33	28
43	112	108	116	.
44	119	111	.	98
45	132	103	118	96
46	90	100	100	101
47	83	89	89	87
48	106	73	71	73

# Following part
item	molecule	MCF7	HS 578T	SR	MDA-MB-231
49	CCCCCC1CCCCN1C(=O)OCC (configuration not stated)	99	110	.	103
50	CC(C)CCSc1nc(Nc2ccc(S(N)(=O)=O)cc2)c(C#N)c(-c2ccc(F)cc2)n1	57	82	19	73
51	Oc1c(Cl)cc(Cl)cc1C=Nc1cc(C(F)(F)F)ccc1N1CCc2ccccc2C1	63	92	83	67
52	O=C1NC(=C(Cl)Cl)/C(=N/S(=O)(=O)N2CCCCC2CC2(C(F)(F)F)N=N2)N1 (configuration not stated)	9.6*	52	-33*	-21*
53	NC(=O)c1cc(O)c(Br)c(O)c1	120	117	104	107
54	Cc1nn(-c2ccccc2)c(-n2ccnc2)c1/C=N/Nc1nc(-c2ccc(Br)cc2)cs1	66	73	49	71
55	OC(COc1ccccc1)CN1CCN(c2cccc(Cl)c2)CC1 (configuration not stated)	104	92	101	116
56	COc1ccc(-c2cc(-c3ccc(Nc4ncnc5cc(Cl)ccc45)cc3)nc(N3CCCC3)n2)cc1OC	96	101	112	99
57	COC(=O)NNc1ccc([N+](=O)[O-])cc1	95	92	101	102

item	MDA-MB-468	K-562	BT-549	T-47D
49	150	95	98	92
50	113	26	80	61
51	80	90	88	44
52	-45*	2.7*	68	66
53	109	107	.	120
54	44	42	73	31
55	100	124	93	97
56	104	93	94	95
57	97	108	100	.

# Structures listed so far with a furan ring, fused or not, in the order listed:
item	molecule	MCF7	HS 578T	SR	MDA-MB-231
23	CC(=O)Cc1nsc(NC(=O)c2cc(-c3cc(Cl)ccc3Cl)oc2C)n1	98	106	98	101
41	Cc1ccc(/C=C/c2nn3c(-c4ccco4)nnc3s2)cc1C	82	102	90	95

item	MDA-MB-468	K-562	BT-549	T-47D
23	100	102	102	88
41	107	98	107	102
